C-LANA FP = inhibitors of KSHV C-LANA binding to DNA, primary screen, biochemical, fluorescence polarization, FAM-LBS DNA, MBP-C-LANA, single point. Kaposi's sarcoma herpesvirus LANA C-terminal domain (residues 932-1162) DNA binding. inhibition, % at 9 µM. 340,000 tested, 0.078% active. AID 504423, 2011;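 active = highest replicate inhibition at or above 60% at 9 µM, even if other replicates fall short; inactive = all replicates below 60% inhibition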;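 note: 0% = neutral control wells and 100% = 4 µM acridine orange control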
SR-BI uptake up = activators of SR-BI mediated DiI-HDL uptake, primary screen, ldlA[mSR-BI] CHO cells, DiI fluorescence | 3 h; 100 = double the neutral-control signal | activation, % at 12.5 µM | 320,000 tested, 0.096% active;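 active = mean replicate activation of at least 60% and every replicate at or above 60%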;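 note: 0% = median plate neutral-control signal and 100% = twice that signal; values of inactives mirror those of a sister screen read the other way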
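material = CHO ldlA[mSR-BI] cells | medium = Ham's F12 with 0.5% BSA, HEPES 25 mM, pH 7.4 | reagent = fluorescent DiI-HDL, 10 µg/mL final | compound dosing = single-point compound dose | incubation = 3 h, 37 °C | measured by = bottom-read fluorescence, 550/595 nm | measure = HDL uptake via cellular fluorescence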
cardiac RTF act = cardiac RTF calcium sensitivity activators, primary screen, biochemical, IANBD-TnC fluorescence, EC20 calcium; IANBD-labeled TnC RTF fluorescence at EC20 calcium; 0% EC20 calcium, 100% full calcium; AID 493008, 2010; Troponin I, cardiac muscle (Homo sapiens) + Troponin T, cardiac muscle (Homo sapiens) + …; 340,000 tested, 0.24% active; activation, % at 7.2 µM;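 active = activation above the mean over all tested compounds plus 3 SD, cut at about 30% in these data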;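 note: rise in fluorescence read as greater calcium sensitivity of cardiac thin filaments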
Rtt109 Vps75 = inhibitors of C. albicans Rtt109/Vps75 HAT, primary screen, biochemical, ThioGlo CoA-SH fluorescence, plate reader. inhibition, % at 34.9 µM. AID 540336, 2011. 330,000 tested, 0.16% active. purified Rtt109/Vps75, 4 h. Histone acetyltransferase RTT109 (Candida albicans (strain SC5314 / ATCC MYA-2876)), …;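 active = inhibition of at least 50% in every replicate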
Target sequence (Q5AAJ8 whole entry, looked up): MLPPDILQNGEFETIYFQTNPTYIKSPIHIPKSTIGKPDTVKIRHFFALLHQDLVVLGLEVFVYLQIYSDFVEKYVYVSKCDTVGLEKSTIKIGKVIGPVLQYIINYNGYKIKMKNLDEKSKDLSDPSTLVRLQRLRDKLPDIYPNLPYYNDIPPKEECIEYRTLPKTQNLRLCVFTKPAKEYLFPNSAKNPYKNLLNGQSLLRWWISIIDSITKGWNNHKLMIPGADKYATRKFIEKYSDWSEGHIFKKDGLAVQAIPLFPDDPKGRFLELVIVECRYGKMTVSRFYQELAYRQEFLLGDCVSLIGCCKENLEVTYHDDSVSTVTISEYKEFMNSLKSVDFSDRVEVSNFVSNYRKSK
CAL PDZ FP-1 = CAL PDZ peptide-binding inhibitors, primary screen, biochemical, fluorescence polarization, Cer-tagged CAL PDZ, HTS | inhibition, % at 20 µM | Golgi-associated PDZ and coiled-coil motif-containing protein (Homo sapiens), Q9HD26 | AID 504414, 2011 | 330,000 tested, 0.02% active | purified CAL PDZ, TMR-peptide fluorescence polarization, 1 h;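 active = highest replicate inhibition of at least 40%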;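 note: plate controls were DMSO neutral control wells for no effect and unlabeled competitor peptide control wells for full effect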
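Assay system – tagged CAL PDZ protein CerCALP, purified · Timing – 1 h at RT · Compound – single point, 20 µM · Measured by – fluorescence polarization from S- and P-plane intensities, G-factor corrected · Evaluation – inhibition from polarization loss · Probe or stimulus – TMR reporter peptide T*-PRC34 · Buffer or medium – pH 7.4 phosphate-saline buffer, reducing agent, detergent, IgG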
RTF Ca sens inh = cardiac RTF calcium sensitivity inhibitors, primary screen, biochemical, IANBD-TnC fluorescence, EC70 calcium. 340,000 tested, 0.12% active. IANBD-labeled cardiac RTF, Ca2+ fluorescence. inhibition, % at 7.15 µM. AID 493244, 2011. Troponin I, cardiac muscle (Homo sapiens) + Troponin T, cardiac muscle (Homo sapiens) + …;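 active = inhibition above the mean inhibition of all tested compounds plus 3 SD, cut at about 17% in these data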;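 note: assay run at fixed EC70 calcium of 1.6 mM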
CAL PDZ FP-2 = untagged CAL PDZ binding inhibitors, primary screen, biochemical, fluorescence polarization, HTS; Golgi-associated PDZ and coiled-coil motif-containing protein (Homo sapiens), Q9HD26; 300,000 tested, 0.92% active; purified CAL PDZ, TMR-peptide fluorescence polarization, 1 h; AID 602252, 2012; inhibition, % at 24.9 µM;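 active = mean inhibition of at least 30% with at least half of replicates also reaching 30%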;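 note: 0% = DMSO neutral control and 100% = excess unlabeled competitor peptide PRC23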
DAGLB inhibitor = DAGLB lipase inhibitors, primary screen, biochemical, fluorescence, HTS; Diacylglycerol lipase-beta (Homo sapiens), Q8NCG7; HEK293T DAGLB membrane lysate, EnzChek fluorogenic substrate; inhibition, % at 5.17 µM; 340,000 tested, 0.059% active; in the data active = inhibition above about 34%;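 note: 0% = enzyme with vehicle and 100% = wells lacking enzyme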
Target sequence (Q8NCG7 whole entry, looked up): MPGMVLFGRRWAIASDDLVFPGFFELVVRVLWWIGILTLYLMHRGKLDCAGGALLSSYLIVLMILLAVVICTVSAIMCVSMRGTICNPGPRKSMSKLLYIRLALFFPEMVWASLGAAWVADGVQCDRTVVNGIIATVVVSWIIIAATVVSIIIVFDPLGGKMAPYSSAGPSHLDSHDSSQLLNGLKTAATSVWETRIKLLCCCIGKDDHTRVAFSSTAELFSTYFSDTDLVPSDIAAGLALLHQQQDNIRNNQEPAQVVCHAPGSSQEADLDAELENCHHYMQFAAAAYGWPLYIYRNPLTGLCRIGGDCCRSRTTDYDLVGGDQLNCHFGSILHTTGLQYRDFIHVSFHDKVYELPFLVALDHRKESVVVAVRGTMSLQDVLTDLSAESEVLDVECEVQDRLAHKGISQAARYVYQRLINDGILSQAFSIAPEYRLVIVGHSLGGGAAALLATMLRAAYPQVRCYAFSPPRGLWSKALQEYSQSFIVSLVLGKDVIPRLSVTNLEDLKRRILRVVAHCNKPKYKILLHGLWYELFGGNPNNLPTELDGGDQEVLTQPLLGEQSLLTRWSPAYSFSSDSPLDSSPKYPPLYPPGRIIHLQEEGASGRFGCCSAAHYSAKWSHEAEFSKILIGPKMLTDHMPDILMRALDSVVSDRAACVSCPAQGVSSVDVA
PKA-R2B activ = activators of PKA-R2B holoenzyme, primary screen, biochemical, fluorescence polarization, Cy5-IP20, human | activation, % at 11.4 µM | 340,000 tested, 0.079% active | cAMP-dependent protein kinase catalytic subunit beta (Homo sapiens) + cAMP-dependent … | PKA-R2B holoenzyme dissociation; R2B truncated from residue 108, S112A mutant; 0% DMSO only, 100% 113 µM cGMP;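 active = activation above a cutoff set at the mean over all compounds plus 3 SD, cut at about 18% in these data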;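 note: higher means more holoenzyme dissociation and a rise in polarization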
Keap1 Nrf2 FP = Keap1-Nrf2 protein-protein interaction inhibitors, primary screen, biochemical, fluorescence polarization, single point; Kelch-like ECH-associated protein 1 (Homo sapiens), Q14145; Keap1 Kelch-Nrf2 peptide fluorescence polarization, 1536-well; inhibition, % at 9.4 µM; 340,000 tested, 0.15% active; in the data active = inhibition above about 12%;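 note: human Keap1 Kelch domain with fluorescein labeled Nrf2 9mer peptide probe; 0% = neutral control wells and 100% = peptide positive control; higher means more block of Keap1 binding to Nrf2 peptide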
Active calls of the source: *; x = not tested or not shown.

cpd | Structure | C-LANA FP | SR-BI uptake up | cardiac RTF act | Rtt109 Vps75 | CAL PDZ FP-1 | RTF Ca sens inh | CAL PDZ FP-2 | DAGLB inhibitor | PKA-R2B activ | Keap1 Nrf2 FP
1 | CCOC(=O)c1sc2ncc([N+](=O)[O-])cc2c1N | -0.9 | -17 | -9 | 9 | -0.4 | 12 | -8 | 0 | 1 | 2
2 | CN(C(=O)COC(=O)c1ccc(Cl)c(S(=O)(=O)N2CCCCCC2)c1)C1CCS(=O)(=O)C1 (stereo unspecified) | -1.5 | -15 | 4 | 0 | -0.2 | 7 | -2 | 0 | -7 | 1
3 | CC(C)/C=C/CN1CCC(Oc2ccc(C(=O)N3CCCC3)cc2)CC1 | 1.0 | -10 | 4 | 0 | -1.1 | -6 | -2 | 3 | -1 | 0
4 | CCC(C(=O)NCc1ccco1)N(C(=O)CNS(=O)(=O)c1ccccc1)c1ccccc1C (stereo unspecified) | -0.7 | 4 | 6 | 4 | -2.6 | -11 | -1 | 0 | 7 | -4
5 | Cn1cccc1/C=C1\SC(=S)N(NC(=O)c2ccccc2Cl)C1=O | -6.3 | 0 | 10 | 2 | -1.5 | -16 | -1 | 2 | -6 | -38
6 | CC(NC(=O)COC(=O)c1ccccc1Nc1ccccc1)c1ccccc1 (stereo unspecified) | -0.2 | -55 | -4 | -7 | 0.2 | 8 | -1 | -5 | 4 | -3
7 | O=C(N/N=C\c1ccco1)Nc1cccc(Cl)c1 | -1.6 | -18 | -3 | x | -3.0 | -10 | -4 | -3 | 4 | 0
8 | CC(C)Cn1c(SC(C)C(=O)NC2CC2)nnc1-c1ccccc1F (stereo unspecified) | -1.8 | -13 | 2 | 11 | 0.4 | -4 | 7 | -5 | 3 | 5
9 | O=S(=O)(c1cccc(Br)c1)N1CCN(c2ncnc3scc(-c4ccccc4)c23)CC1 | 0.4 | 23 | -5 | -1 | -0.4 | 6 | x | 1 | -3 | -10
10 | O=C(NCc1ccc(F)cc1)c1cnn2ccccc12 | 1.0 | 0 | -3 | 1 | -1.0 | -2 | -5 | 0 | -5 | 0
11 | CCn1cc(Cl)c(C(=O)Nc2cccc(C(F)(F)F)c2)n1 | -0.5 | 5 | 4 | -7 | -0.2 | -1 | -2 | -6 | -6 | -6
12 | O=c1cc(CNc2ccc(Br)cc2)nc2sccn12 | 0.9 | 13 | -1 | -7 | -0.2 | 10 | 1 | 1 | -10 | 4
13 | O=C(NCc1ccccc1Cl)c1ccc(CSc2nc3ccncc3[nH]2)cc1 | 1.1 | -7 | 6 | 10 | -1.2 | 3 | -6 | 0 | -11 | -5
14 | S=C(c1ccc(-c2cccc(Cl)c2)o1)N1CCCCC1 | -0.4 | -9 | -6 | 8 | -0.2 | 2 | 0 | -8 | 8 | 5
15 | O=C(CN1CCN(S(=O)(=O)c2ccccc2)CC1)NC(=O)NCc1ccco1 | 1.3 | 15 | 4 | -8 | -0.5 | 0 | -1 | 1 | 5 | 0
16 | COc1ccc(CCNC(=O)C23CN(Cc4ccccc4)CC2C(c2ccc([N+](=O)[O-])cc2)=NO3)cc1 (stereo unspecified) | 0.1 | -7 | -3 | 12 | -0.1 | 7 | -2 | -1 | -2 | -2
17 | O=c1c2c(nc3cc(-c4ccc(F)cc4)[nH]n13)CCCC2 | -0.4 | -1 | -3 | 0 | -3.8 | -2 | -1 | -1 | -7 | -1
18 | COc1ccc(C(=O)NC(=S)N2CCCc3ccccc32)cc1OC | -1.1 | 6 | 8 | -6 | 0.5 | -4 | 0 | -8 | -2 | 4
19 | CSc1cccc(NC(=O)CSc2ccc(C)cc2)c1 | 0.3 | 15 | 2 | -3 | -2.9 | -37 | -3 | -10 | -15 | -1
20 | CCN1C(=O)C(=O)c2cc(C)ccc21 | 2.8 | 6 | -1 | 4 | -0.6 | 0 | -2 | -1 | -10 | 3
21 | COc1cccc(NC(=O)C/C(C)=N/NC(=O)c2ccccc2Cl)c1 | -0.2 | 9 | -6 | 13 | -0.3 | -5 | 2 | -2 | 12 | 1
22 | COc1ccc(-c2cc(C(=O)NN)[nH]n2)cc1OC | 0.1 | 21 | -2 | 18 | -0.4 | 3 | x | -1 | 0 | -1
23 | CCN(CC)CCNC(=O)c1ccc(NC(=O)Cc2ccccc2F)cc1 | -1.7 | 17 | 3 | x | 0.4 | -10 | -1 | -1 | 3 | -7
24 | COC(=O)C(=O)Nc1nnc(COc2ccccc2)s1 | 1.0 | -4 | -3 | 15 | -1.4 | 1 | -3 | 3 | -9 | -1
25 | COC(=O)c1ccc(Cn2nc(C)cc2C)cc1 | -0.3 | -6 | -4 | -2 | x | -1 | 112* | -3 | 6 | -1
26 | CNCC(=O)Nc1c(C)n[nH]c1C | 0.2 | 32 | -3 | 0 | -0.2 | -3 | -4 | -1 | -16 | -5
27 | CCOC(=O)C1(CCc2ccccc2)CCN(Cc2cccc3nccnc23)CC1 | -3.4 | -29 | -1 | 6 | -2.1 | -1 | -1 | -3 | 10 | -1
28 | O=C(Nc1ccccc1)Oc1ccccc1N1CCOCC1 | -1.1 | 8 | -1 | -4 | -1.7 | 4 | 1 | 1 | -1 | 1
29 | Cc1oc2c(CN3CCCC(C)C3)c(O)ccc2c(=O)c1-c1ccccc1 (stereo unspecified) | -2.0 | 1 | -3 | 2 | -1.3 | -8 | 1 | -2 | -16 | -6
30 | Fc1ccc(NC(=S)NC2CCCCC2)c(F)c1F | -0.4 | 19 | -2 | -2 | -0.6 | -15 | -5 | -3 | 6 | -1
31 | Cc1ccc(S(=O)(=O)N2CCC(C(=O)NCCCN3CCCC3=O)CC2)cc1C | -1.2 | 21 | 5 | 0 | -3.2 | -2 | -6 | 0 | -2 | -1
32 | COc1cc(OC)cc(C(=O)Nc2ccc(-c3nc4ccccc4o3)cc2)c1 | 0.0 | x | -3 | -6 | 0.8 | 1 | -3 | -4 | 2 | -3
33 | COc1cc(CN2CCNC(=O)C2CC(=O)N(C)Cc2cccnc2)cc(OC)c1 (stereo unspecified) | 0.6 | 19 | -3 | 0 | -1.9 | 0 | 0 | 1 | -5 | -4
34 | Cc1ccc(C)c(N(C(=O)c2csnn2)C(C(=O)NC2CCCC2)c2ccncc2)c1 (stereo unspecified) | -0.8 | 13 | -5 | 3 | -2.5 | -17 | -2 | 1 | 11 | -1
35 | CCOC(=O)C1CCN(C(=O)CCc2nnc3ccc(N4CCC(C)CC4)nn23)CC1 | -0.9 | 8 | -7 | 13 | -3.4 | -10 | -1 | 0 | 6 | -7
36 | CCN1CCN(c2ccc(N=Cc3ccc(O)cc3O)cc2)CC1 | -5.8 | 0 | 4 | -4 | -0.6 | 0 | 1 | 2 | 2 | -3
37 | Cc1cc(NC(=O)CSc2n[nH]c(N)n2)no1 | -0.1 | -3 | 1 | 6 | -1.6 | -7 | -1 | 2 | 2 | -4
38 | CCCCc1nnc(NC(=O)c2ccc(-n3cncn3)c([N+](=O)[O-])c2)s1 | 1.5 | 26 | 4 | -20 | -0.5 | -23 | 0 | 2 | 7 | -3
39 | O=C(CCNS(=O)(=O)c1ccc(Br)cc1)N1CCN(c2ccccc2O)CC1 | -2.2 | -9 | -12 | 4 | -3.9 | -10 | -4 | 1 | -16 | -1
40 | CCN(CC)CCNC(=O)C(C(=O)c1ccccc1)n1ccccc1=O (stereo unspecified) | 0.1 | 16 | -1 | -4 | -0.7 | -1 | 0 | 0 | -4 | 0
41 | O=C1CCCC/C1=C\Nc1ccc(Cl)cn1 | 0.4 | 9 | -7 | -12 | -2.6 | -9 | -10 | 1 | 13 | -1
42 | c1ccc(CN2CCN(c3nc4ccccc4c4ccccc34)CC2)cc1 | -1.1 | x | 7 | -1 | -0.6 | -5 | 0 | -6 | -5 | -4
43 | CC(C)(C)C(=O)Nc1ccc(S(=O)(=O)N2CCC(c3nc4ccccc4[nH]3)CC2)cc1 | 0.4 | 8 | 8 | -7 | -3.3 | -4 | -4 | 0 | -11 | 0
44 | Cc1ccccc1OCc1nc2ccccc2c(=O)n1/N=C/c1ccco1 | 1.9 | -29 | 1 | 8 | x | -3 | -1 | -8 | 6 | -7
45 | CCc1nnc(NC(=O)CCC(=O)N2CCCC(O)C2)s1 (stereo unspecified) | 0.2 | 13 | 4 | -3 | -1.7 | -8 | -2 | 1 | 0 | -1
46 | CC(=O)c1ccc(NC(=O)CSc2nnc(Cn3cnc4ccccc43)o2)cc1 | -2.0 | 5 | 1 | -8 | -1.1 | 9 | -1 | 0 | -4 | 2
47 | CC(C)Cn1c(SCC(=O)NCc2ccc(Cl)cc2)nnc1-c1cccc(S(=O)(=O)N2CCOCC2)c1 | 0.6 | -11 | 2 | -1 | 0.3 | 3 | 1 | 2 | 4 | -4
48 | N#CCCN(C(=O)CN1CCN(S(=O)(=O)c2ccc3c(c2)OCCO3)CC1)c1ccc(F)cc1 | 0.5 | -10 | -1 | 8 | -0.1 | 1 | -3 | -1 | -5 | -5
49 | CC(=O)CSc1cc(-c2ccccc2)nc2ncnn12 | 3.0 | 9 | 9 | -78 | 1.1 | -4 | -4 | -3 | -8 | 1

Filtered by structure: those above containing a thiophene ring, fused or not
cpd | Structure | C-LANA FP | SR-BI uptake up | cardiac RTF act | Rtt109 Vps75 | CAL PDZ FP-1 | RTF Ca sens inh | CAL PDZ FP-2 | DAGLB inhibitor | PKA-R2B activ | Keap1 Nrf2 FP
1 | CCOC(=O)c1sc2ncc([N+](=O)[O-])cc2c1N | -0.9 | -17 | -9 | 9 | -0.4 | 12 | -8 | 0 | 1 | 2
9 | O=S(=O)(c1cccc(Br)c1)N1CCN(c2ncnc3scc(-c4ccccc4)c23)CC1 | 0.4 | 23 | -5 | -1 | -0.4 | 6 | x | 1 | -3 | -10

Screening results from PubChem.

Compounds as they come, and some 1.6% of all compounds hit somewhere here.
